Screening results (PubChem)
12-LOX inh = inhibitors of human 12S-lipoxygenase ALOX12; P18054; purified 12hLO, xylenol orange hydroperoxide absorbance; Potency, µM (top dose mostly 108 µM), for inactives: top-dose activity change, negative = inhibition, usual class: inhibitors; hit rate 1.1% among 580,000; active = well fitted inhibition curve with a large enough effect; inconclusive = small, poorly fitted or top-dose-only effect, or another doubt; inactive = no such curve, though single readings can be large or run the other way
Target sequence (P18054 whole entry, looked up): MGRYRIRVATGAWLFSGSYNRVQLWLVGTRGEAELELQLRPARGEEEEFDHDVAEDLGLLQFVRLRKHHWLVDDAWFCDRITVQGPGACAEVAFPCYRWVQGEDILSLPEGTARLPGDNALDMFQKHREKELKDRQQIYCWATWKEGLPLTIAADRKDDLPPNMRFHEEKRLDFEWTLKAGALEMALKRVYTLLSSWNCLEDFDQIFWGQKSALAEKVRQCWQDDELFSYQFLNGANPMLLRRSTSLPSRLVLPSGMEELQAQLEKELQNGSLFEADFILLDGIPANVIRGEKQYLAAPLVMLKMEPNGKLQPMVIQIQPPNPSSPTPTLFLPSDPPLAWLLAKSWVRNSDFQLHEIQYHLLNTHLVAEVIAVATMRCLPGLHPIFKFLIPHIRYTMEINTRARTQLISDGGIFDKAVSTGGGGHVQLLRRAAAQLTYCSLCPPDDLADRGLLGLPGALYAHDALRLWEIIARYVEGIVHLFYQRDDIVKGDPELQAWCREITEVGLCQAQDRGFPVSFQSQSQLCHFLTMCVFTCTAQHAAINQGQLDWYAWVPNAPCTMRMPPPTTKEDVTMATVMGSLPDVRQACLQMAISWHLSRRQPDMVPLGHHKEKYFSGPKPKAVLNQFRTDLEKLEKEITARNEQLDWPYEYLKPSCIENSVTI
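Hydroperoxide product was detected by ferrous iron/xylenol orange as the 573 to 405 nm absorbance ratio. Arachidonic acid at 40 uM (final) was turned over for 30 min at room temperature by 150 nM human 12hLO, pH 7.0 Hepes buffer, after 15 min compound preincubation.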
The depositor's hits bear a star; ? = inconclusive; [ ] = dose if it differs, or a comment. % is set by controls: 0 for no effect and ±100 for the full control effect; potency is the fitted concentration of half-maximal effect. This is a subset; rates above refer to the full screens.

12-LOX inh	SMILES
-4%[176 µM]	CC(=O)N1CCCN(C(=O)c2cnc3cc(C)nn3c2)CC1
4%	Cc1ccc(CN(C)C(=O)CS(=O)(=O)Cc2nc(-c3ccccc3)oc2C)cc1
1%	COc1cccc(CN2CC[C@@](O)(C3CC3)[C@H](C)C2)c1OC
10%	O=C(Nc1ccc(F)cc1)C(CCc1ccccc1)N1CCN(CC(=O)N2CCCC2)CC1 (stereo unspecified)
-2%	O=C(c1n[nH]c(=O)c2ccccc12)N1CCCC1c1ccc2c(c1)OCCCO2 (stereo unspecified)
-3%	Cc1cc(C)cc(CCCCCCCCCCCC(=O)O)c1
13%	CCn1cc(CN2CC(Oc3ccc(-c4noc(-c5ccncc5)n4)cc3)C2)cn1
27%[176 µM]	Cc1nnc(-c2cc(-c3ccc(CO)cc3)ccn2)n1Cc1ccccc1
12%	Cc1ccc(C(=O)Nc2ccc3oc(C)nc3c2)cc1
?	CN1CCN(S(=O)(=O)c2ccc(N(C)CCOc3ccc(Cl)cc3)nc2)CC1
9%	O=C(NC1CCN(c2ccc(=O)n(CC3CC3)n2)CC1)c1cnccn1
16%	CCOCCCNC(=O)c1ccc(CN2C(=O)NC3(CCS(=O)(=O)CC3)C2=O)cc1
20%	COc1cccc2c1ccn2CCC(=O)Nc1ccc2c(c1)C(=O)N1CCC[C@H]1C(=O)N2
-12%	O=C(Cc1ccc(Br)cc1)N(Cc1nnc(-c2ccccc2Cl)o1)C1CC1
202%[activator]	O=C1NCCCCCCN(Cc2cccc3[nH]ccc23)[C@H]2CCC[C@@H]12
-1%	COc1cccc(CN)c1OCC(C)C
?	Cc1cc2cc(NS(=O)(=O)c3cc(F)ccc3F)ccc2[nH]1
31%	CCOCCCNC(=O)c1c(C)noc1-c1ccc(OC)cc1
-12%	COc1ccc(S(=O)(=O)N2CCn3cccc3C2c2ccccc2F)cc1C (stereo unspecified)
-6%	Cn1nc(C(=O)NN2C(=O)NC(C)(c3ccccc3)C2=O)c2ccccc2c1=O (stereo unspecified)

Not a retest: an excerpt of the list.
12-LOX inh	SMILES
-12%	COc1ccc(S(=O)(=O)N2CCn3cccc3C2c2ccccc2F)cc1C (stereo unspecified)
-6%	Cn1nc(C(=O)NN2C(=O)NC(C)(c3ccccc3)C2=O)c2ccccc2c1=O (stereo unspecified)

Continuation.
12-LOX inh	SMILES
?	COc1ccc(N(Cc2cc(CN3CCOCC3)cs2)S(=O)(=O)c2cc(C)cc(C)c2)cc1
21%	COc1ccc(NC(=O)[C@@H]2COCC(=O)N2Cc2ccc(OC)c(OC)c2)cc1Cl
?	COc1ccccc1CNc1ccnc(-c2ccoc2)n1
-15%	Nc1nc2c(ncn2[C@@H]2O[C@H](C(=O)N[C@@H](Cc3ccccc3)C(=O)NCc3ccc4c(c3)OCO4)[C@@H](O)[C@H]2O)c(=O)[nH]1
17%	CC(C)[C@H](NC(=O)OC(C)(C)C)c1cc(C(=O)N(C)CCN(C)C)c(N)s1
5%	COc1ccc(-c2nn(C)c(-c3ccc(OC)cc3)c2-c2nc3ccccc3n2C)cc1
70%	O[C@@H]1CN(Cc2ccc(-c3ccn[nH]3)o2)CC[C@H]1c1ccc2c(c1)OCO2
66%[activator][176 µM]	c1ccc(OCc2cc(CC3(NCc4ccc5c(c4)OCO5)COC3)no2)cc1
45%[activator][176 µM]	COCCN1Cc2nc(-c3cnn(Cc4ccccc4)c3)ccc2OCC1=O
-19%	C=C1N(S(=O)(=O)C(F)(F)F)CCC12CN(Cc1ccccc1)c1ccccc12 (stereo unspecified)
6%	Cc1cc(=O)oc2cc(OCC(=O)N(C)C)c(Cl)cc12
?	O=C(CCc1nc(-c2ccccn2)no1)NCc1ccc(-n2cncn2)nc1
?	CCn1c(-c2nonc2N)nc2cncc(CNC3CCNCC3)c21
0%	Cn1nccc1C(=O)N1CCc2ccc(NC(=O)C3(c4ccccc4)CC3)cc2C1
23%	CC(C)C1NC(=O)N(Cc2cc(F)cc3cccnc23)C1=O (stereo unspecified)
0%	O=C(c1ccccc1F)N1CCC2(CC1)CCN(Cc1cccs1)c1ccccc1O2
?	CCc1nnsc1C(=O)N1CCc2nc(NC)nc(C(=O)N3CCCC3)c2C1
-1%	CN(C)CCNC(=O)CN1CCN(C(C(=O)O)c2c[nH]c3cc(Br)ccc23)CC1 (stereo unspecified)
-19%	Cn1c(=O)c2c(ncn2CCOCCOc2ccccc2)n(C)c1=O
-1%	CC1CCCN(c2cccc3c2S(=O)(=O)N(Cc2cccc(F)c2)[C@@H](C)[C@H](c2ccccc2)O3)C1 (stereo partly specified)

Reformatted: entries from further up.
CCn1c(-c2nonc2N)nc2cncc(CNC3CCNCC3)c21
  12-LOX inh = ?

Cn1nccc1C(=O)N1CCc2ccc(NC(=O)C3(c4ccccc4)CC3)cc2C1
  12-LOX inh = 0%

CC(C)C1NC(=O)N(Cc2cc(F)cc3cccnc23)C1=O (stereo unspecified)
  12-LOX inh = 23%

O=C(c1ccccc1F)N1CCC2(CC1)CCN(Cc1cccs1)c1ccccc1O2
  12-LOX inh = 0%

New compounds follow.
12-LOX inh	SMILES
-3%	CCOC(=O)[C@]12CCC=C1N(Cc1cccc3ccccc13)C(=O)[C@H](CC(=O)NCc1ccc(OC)c(OC)c1)C2
40%[activator]	Cn1cc(CNC(=O)C2CCN(c3nc(-c4ccccc4)nc4c3CCC4)CC2)cn1
59%[activator]	COCCNC(=O)[C@H]1C[C@H](Oc2ccccc2)CN1C(=O)NC(C)C
-1%	COc1ccc(NC(=O)CSCc2cc(=O)n3cc(C)ccc3n2)cc1Cl
9%	Cc1ncoc1C(=O)N1CCC(C2CCN(Cc3cccc(F)c3F)CC2)C1 (stereo unspecified)
65%[activator][176 µM]	Cn1nccc1CN1CCC2(CNc3ccccc3[S+](=O)([O-])N2)C1 (stereo unspecified)
2%	COC(=O)c1c(C)[nH]c(C(=O)N2CCCC2c2cc(OC)ccc2OC)c1C (stereo unspecified)
11%	CC(C)NC(=O)O[C@@H]1CC[C@]2(C)C(CC[C@@H](O)[C@H]2CC(=O)NCc2ccco2)[C@]1(C)CO (stereo partly specified)
-4%	CC(NC(=O)Cn1cnc(C#N)n1)c1ccc(-c2ccccc2)cc1 (stereo unspecified)
?	COc1ccc(CN(C)CC2CCN(CCc3ccc(F)cc3)CC2)cc1Cn1cccn1
8%	Cc1ccc(Nc2ccc(C)cc2)cc1
?	C=CCOc1ccccc1C(=O)Nc1cccc(C#N)c1
23%	COCCc1nc(CNC(=O)C2CCCN(C(=O)N(C)C)C2)no1 (stereo unspecified)
4%[6.33 µM]	O=C1NC(=NC2CCCCC2)C2(CCCN(CC3CC3)C2)N1c1cc(F)cc(F)c1 (stereo unspecified)
-27%	CCN(C)C(=O)Cn1c(Cc2ccccc2)nn(-c2ccccc2OC)c1=O
-18%[176 µM]	CN(C)C(=O)c1ccc(-c2cnc3[nH]cc(CC(=O)N4CCOCC4)c3c2)cc1
21%	O=C(CCC1CCN(S(=O)(=O)c2ccccc2)CC1)N1CCCCC1
6%	O=C(NCCCCc1ccccc1)NCc1ccc(CN2CCCC2)cc1
256%[activator]	O=C(CC1CCCC1)N1CCOc2ccc(CN3CCc4ccccc4C3)cc2C1
11%	CSc1ccc(CN2C(=O)C3(CCOCC3)CC2c2nnnn2C(C)(C)C)cc1 (stereo unspecified)
5%	Cc1cc(C)c(S(=O)(=O)NCCO)cc1C
33%	CCC(=O)N1CCN(c2nc3c(s2)CC(C(=O)NCc2ccccc2)CC3)CC1 (stereo unspecified)
?	CC(C)C(c1ccc(O)cc1)c1ccc(O)cc1
140%[activator]	Cn1ccnc1CN1CCN(Cc2cc3n(n2)CCNC3)CC1
3%	CCN(CC)S(=O)(=O)c1ccc(C)c(NC(=O)C2CCCN(C(=O)c3ccc(Cl)cc3)C2)c1 (stereo unspecified)
5%	Cc1ccc(-c2cc3c(=O)n(CCNC(=O)c4nn(C)c5ccccc45)ccn3n2)cc1C
0%	COC(=O)[C@]12CCCCC=C1N(CCc1ccc(OC)c(OC)c1)C(=O)[C@H](CC(=O)NCc1ccc(OC)c(OC)c1)C2
?	Cc1noc([C@@H]2CN(C(=O)c3occc3C)C[C@H]2COCC2CC2)n1
5%[176 µM]	O=c1c2nc(-c3ccccc3)ccc2ncn1-c1ccccc1
0%	O=Cc1cc(Cl)ccc1OC(=O)/C=C/c1ccc(F)cc1
?	CCCN1C(=O)Cc2ccccc2C1C(=O)NCc1ccc(Br)cc1 (stereo unspecified)
?	CC1=C[C@@H](CN2C(=O)C(C)=C(C)C2=O)[C@H](C(C)C)C[C@H]1Cc1nc2ccc(C)cc2[nH]1
5%[6.33 µM]	NC(=O)c1cccc(CN2CCC3(C2)CN(C(=O)C2CCCC2)c2ccccc2CO3)c1 (stereo unspecified)
-2%	Cc1ccc2cc(F)ccc2n1
23%	O=C(Nc1cc(-c2cccc(F)c2)no1)c1noc2c1COc1ccccc1-2
-6%	COCCn1c(C)cnc1CCNS(=O)(=O)c1c(C)nn(C)c1C
?	CC(C)CCNC(=O)Cn1cc(C#N)c2ccccc21
40%[activator]	Cc1ccc(-n2nnnc2SCC(=O)N(C)c2ccccc2C(=O)NCc2ccco2)cc1C
20%	CCc1nnsc1C(=O)NC(C)c1cccc(OC(C)C)c1 (stereo unspecified)
4%	CCCNc1c(NC(=O)NCc2ccccc2)c(=O)oc2ccccc12
60%[activator][176 µM]	c1cnc2nc(C3CCCCN3)[nH]c2c1 (stereo unspecified)
-22%	Brc1cccc(Oc2ccc3nnnn3n2)c1
35%[activator]	COCCNC(=O)C1CC(c2ccccc2)CN(C(=O)NCc2ccccc2)C1 (stereo unspecified)
-3%	Cc1cccc(NC(=O)Nc2c[nH]c(=O)[nH]c2=O)c1
-5%	Cc1ccccc1-n1cnnc1SCC(=O)Nc1ccccc1C(=O)NCCc1ccccc1
45%[activator]	CCOc1ccc(C(=O)N2CCC3(CC2)CC(O)CCO3)cc1 (stereo unspecified)
12%	CCCNC(=O)C12CC3CC(C1)CC(c1ccc(C)cc1)(C3)C2
91%[activator]	COc1ccc2c(=O)n(CC(=O)N3CCC(OC)C3)ccc2c1OC (stereo unspecified)
20%	NCC1CCCCC(=O)N1 (stereo unspecified)
-9%	COc1cc(OC)cc(-c2c(Sc3ccccc3)c3cc(-c4ccc(OC)c(F)c4)ccc3n2C)c1
47%[activator][176 µM]	Cc1ccc2nc3n(c2c1)[C@@H](CNCc1ccc2c(c1)OCO2)COC3
?	CCOc1nc2ccccc2nc1N1CCC(C(=O)NCc2ccc(C)cc2)CC1
?	CNC(=O)NC(=O)CCCN1CCN(c2oc(C3CC3)nc2C#N)CC1
-14%	O=C(Cn1cnc2ccccc2c1=O)N1CCN(c2ccc(Cl)cc2)CC1
?	CN1CC(=O)N(C2CCNCC2)Cc2c1ncnc2N1CCc2ccccc2C1
9%[6.33 µM]	O=[S+]([O-])(c1cccnc1)c1nnn2c1nc(NC1CCCC1)c1ccccc12
18%	Cn1nc(C(=O)N2CC(C)(C)C(C)(O)C2)cc1-c1cccs1 (stereo unspecified)
1%	O=C(Cc1ccc(-c2ccccc2)cc1)N1CCN(S(=O)(=O)c2ccc3ccccc3c2)CC1
17%	COc1ccc(NC2=N[C@H]3[C@@H](O)[C@H](O)C[C@H](C(=O)NCc4ccccc4OC)[C@H]3S2)cc1
?	COc1ccc(NC(=O)O[C@@H]2CO[C@H]3[C@@H]2OC[C@@H]3NC(=O)COc2ccccc2)cc1

Next part:
12-LOX inh	SMILES
-1%[12.5 µM]	O=C(O)C1=NOC2CN(C(=O)Cc3ccccc3)CC12 (stereo unspecified)
-12%	O=C(CCc1ncc(-c2ccccc2Cl)o1)N1CCN(S(=O)(=O)c2ccc(F)cc2)CC1
6%	Cc1nc2c(c(-c3ccc(Cl)cc3)n1)CN(C(=O)c1ccc3c(c1)OCO3)CC2
6%	Cc1cccc(NC(=O)N2CCC3(CC2)CC(N2CCOCC2)CCO3)c1 (stereo unspecified)
?	Cc1cccc(C(C)C)c1NC(=O)c1ccc2c(c1)CCC2
10%	CC(=O)c1cccc(NC(=O)C(C)Sc2nc3ccc(Cl)cc3c(=O)n2CC(C)C)c1 (stereo unspecified)
-24%	O=C(Cc1ccc2c(c1)CCC2)OCc1ccc([N+](=O)[O-])cc1
44%[activator]	CC1(C)CC(NC(=O)c2cc3ccccc3cc2NC(=O)C2CC2)CC(C)(C)N1
1%	Cc1ccc(-c2csc(-c3nc(-c4ccc(C)cc4)c(C)s3)n2)cc1
27%	CCN1CCN(CCCNC(=O)c2cn3ccnc(-c4ccc(C)cc4)c3n2)CC1
?	CN1CC(=O)N(c2ccccc2F)Cc2c(NCCc3ccc(Cl)cc3)ncnc21
6%	CC(=O)N(Cc1ccc(C(C)C)cc1)C1CC1
29%	N#Cc1cccc(COC(=O)CCC(=O)c2ccc3c(c2)OCCCO3)c1

Filtered by structure: those above with bromine (4)
12-LOX inh	SMILES
-12%	O=C(Cc1ccc(Br)cc1)N(Cc1nnc(-c2ccccc2Cl)o1)C1CC1
-1%	CN(C)CCNC(=O)CN1CCN(C(C(=O)O)c2c[nH]c3cc(Br)ccc23)CC1 (stereo unspecified)
?	CCCN1C(=O)Cc2ccccc2C1C(=O)NCc1ccc(Br)cc1 (stereo unspecified)
-22%	Brc1cccc(Oc2ccc3nnnn3n2)c1
